# KOR beta-arrestin-1 = kappa opioid receptor blockers – cell-based, luminescence, uHTS (AID 1778) | KOR beta-arrestin recruitment, luminescence, antagonist mode; higher % means a stronger effect | inhibition, % at 10 µM; hits with a dose series show IC50 in µM | 290,000 tested, 0.091% active; further: strong numbers were not always called active
# Myeloid diff 2 = promotes myeloid progenitor differentiation | ER-HoxA9 myeloid progenitors, lysozyme-GFP differentiation, flow cytometry | calls only at 10 µM | 360,000 tested, 1% active;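 active means normalized GFP-positive differentiation at or above the plate's own cutoff, the solvent-only control mean plus 3 SD; inconclusive means no clear call, values can overlap the other calls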;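 further: cells exposed to compound for four days before flow analysis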
# HIV peptide binding = cell-free HIV fusion peptide-binding blockers – biochemical, uHTS, fluorescence dequenching, primary screen (AID 1986); cell-free peptide binding, fluorescence dequenching, 30 min; higher % means a stronger effect; inhibition, % at 20 µM; hits with a dose series show IC50 in µM; 290,000 tested, 0.3% active; in the data active means inhibition mostly above about 52%, no sharp cut-off; inactive means mostly below about 76%; further: some results filed as inactive read as strong as hits
# Salmonella PhoP GFP = PhoP-dependent GFP reporter repression – Salmonella Typhimurium, primary screen (AID 1863); S. Typhimurium PhoP-regulated promoter GFP reporter, 4 h; higher % means a stronger effect; inhibition, % at 50 µM; hits with a dose series show IC50 in µM; 300,000 tested, 0.16% active;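 active means inhibition over 29.93%, a cutoff 3 SD above the screen mean, later confirmed by dose response; inconclusive means inhibition over 29.93% but no dose response follow-up; inactive means inhibition at most 29.93% or unconfirmed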;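 further: 0% = low Mg2+ inducing control and 100% = high Mg2+ repressing control; strong numbers were not always called active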
# Siah-1 displacement = Siah-1 peptide-binding antagonists, primary screen, biochemical, fluorescence polarization, rhodamine-plectin, uHTS (AID 1817); Siah-1 / rhodamine-plectin peptide fluorescence polarization; higher % means a stronger effect; displacement, % at 20 µM, or IC50 in µM where a hit was titrated; 290,000 tested, 0.02% active;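 active means displacement of at least 50% at 20 µM, with a fluorescence ratio check between 0.3 and a set limit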;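 further: plate controls were Siah plus tracer with DMSO for no effect and tracer alone without Siah for full effect; strong numbers were not always called active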
# LYP phosphatase = PTPN22 lymphoid phosphatase activity blockers – biochemical, fluorescence intensity, uHTS (AID 1779); 290,000 tested, 0.054% active; one-dose inhibition, % at 11.5 µM; IC50 in µM for titrated hits; recombinant LYP phosphatase, fluorescence intensity; higher % means a stronger effect;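 further: plate controls were vehicle with enzyme for no effect and no enzyme for full effect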
# KOR beta-arrestin-2 = kappa opioid receptor activators – cell-based, luminescence, uHTS, primary screen (AID 1777). KOR beta-arrestin recruitment, luminescence; higher % means a stronger effect. activation, % at 10 µM; hits with a dose series show EC50 in µM. 280,000 tested, 0.02% active; in the data active means activation above about 50%, passing the limit was not always enough; further: a part of the inactive calls stands beside numbers as strong as those of hits
# HEK293 NOD2/NF-kB = inhibition of NOD2-driven NF-kB reporter – cell-based, luminescence, uHTS, HEK293 (AID 1566); HEK293 NOD2/NF-kB luciferase reporter, luminescence; higher % means a stronger effect; inhibition, % at 4 µM, or EC50 in µM where a hit was titrated; 290,000 tested, 0.63% active; further: many of its hits are not listed in these tables
# NOD1 inhibition = NOD1 signaling inhibitors, primary screen, cell-based, luminescence, uHTS (AID 1578); NOD1-driven NF-kB luciferase reporter cells, luminescence; higher % means a stronger effect; one-dose inhibition, % at 4 µM; EC50 in µM for titrated hits; 290,000 tested, 1% active; in the data active means inhibition mostly above about 36%, no sharp cut-off; inactive means mostly below about 34%;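 further: HEK-293T reporter cells stimulated with the NOD1 agonist gamma-tri-DAP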
# Myeloid diff 2 GFP+ MAC1+ % = second read-out of Myeloid diff 2, no call of its own (marks repeat the call); GFP+ MAC1+ double positive, %; measured here: differentiation confirmed by MAC1 staining
# Starred values were filed as active, the others as inactive; i = inactive; ? = inconclusive; nt = no result given; + = active, no number; [ ] = dose if it differs, or a comment. Unless noted, no stated cut-off is given here; in the data, active means inhibition above about 50%; inactive means the rest. This is a subset; count on the stated rates, not on these rows.
structure	KOR beta-arrestin-1	Myeloid diff 2	Myeloid diff 2 GFP+ MAC1+ %	HIV peptide binding	Salmonella PhoP GFP	Siah-1 displacement	LYP phosphatase	KOR beta-arrestin-2	HEK293 NOD2/NF-kB	NOD1 inhibition
CCCCN(C)C(=O)Cn1ncc2c3ccccc3n(CCC)c2c1=O	-3%	i	0.9	0.5%	1%	4%	-3%	0.5%	4%	-3%
COc1ccc(Nc2cc(C)nc3c(C)cccc23)cc1OC	-31%[20 µM]	i	0.4	0.2%	2%	-3%	-11%	-6.0%	8%	11%
COc1ccccc1OCC(=O)OCC(=O)Nc1ncc(Cl)cc1Cl	-1%	i	0.6	0.2%	-5%	-2%	-10%	-1.4%	6%	-10%
O=C(NCCN1CCCCCC1)C1CC(=O)N(CCc2ccccc2)C1 (stereo not given)	9%	i	0.6	-2.5%	0%	-3%	-6%	-1.6%	15%	9%
COc1ccc(F)cc1C(=O)C1CCCN(Cc2cccn2-c2ccccn2)C1 (stereo not given)	-15%	i	0.2	-0.1%	5%	-3%	1%	2.8%	5%	-20%
CNc1nc(-c2ccc3c(c2)CCN3C(=O)c2cccc(F)c2)cs1	-1%	i	0.3	-0.4%	-11%	-10%	2%	2.4%	-96%	-13%
CCOc1ccc(C(=O)N/N=C/c2ccccc2[N+](=O)[O-])cc1	-35%	i	0.4	-0.5%	-14%	-1%	-4%	3.4%	-83%	-81%
CC(NC(=O)c1ccc2ccccc2n1)c1ccccc1 (stereo not given)	-14%	i	0.8	2.3%	1%	2%	-2%	-0.7%	-16%	-34%
Cc1ccccc1-c1cc(C(=O)Nc2sc(C)c(C)c2C(N)=O)c2ccccc2n1	-18%	i	1.6	5.5%	28%	-5%	9%	-1.2%	25%	37%
COC(=O)C(Cc1ccccc1)NC(=O)C(CC(C)C)NC(=O)OC(C)(C)C (stereo not given)	15%	i	0.3	1.2%	-2%	6%	-2%	-3.2%	19%	-20%
CCc1ccc(CN(C)C(=O)c2cc(COc3ccc(-n4cncn4)cc3)on2)cc1	-39%	i	4.0	0.9%	-4%	13%	-10%	-6.8%	18%	-18%
Cc1ccc2cc(CCNC(=O)c3ccc(C)c([N+](=O)[O-])c3)c(=O)[nH]c2c1	-16%	i	0.0	-0.4%	-10%	14%	1%	6.4%	-4%	-15%
Cc1cc(C)c(NC(=O)CSc2nc3ncc(Br)cc3[nH]2)c(C)c1	-34%	i	0.0	1.8%	-5%	11%	-10%	3.4%	-21%	-17%
O=S(=O)(NCc1ccccc1)c1cccs1	-36%	i	0.8	0.3%	2%	-2%	-4%	-0.7%	2%	5%
COCCN(CC(=O)Nc1ccccc1)S(=O)(=O)c1ccc(S(=O)(=O)N2CCCC2)cc1	20%	i	0.2	0.1%	15%	4%	-5%	8.5%	7%	12%

# More compounds:
structure	KOR beta-arrestin-1	Myeloid diff 2	Myeloid diff 2 GFP+ MAC1+ %	HIV peptide binding	Salmonella PhoP GFP	Siah-1 displacement	LYP phosphatase	KOR beta-arrestin-2	HEK293 NOD2/NF-kB	NOD1 inhibition
Oc1[nH]c2ccccc2c1C=Nc1ccc2c(c1)OCCO2	1%	i	1.2	3.1%	-10%	-1%	-4%	5.3%	-242%	-43%
COc1ccccc1-c1nnn(CC#N)n1	8%	i	8.4	0.2%	2%	-2%	-1%	5.1%	-2%	-14%
Cc1c(C(=O)OCC(=O)N(C)c2ccccc2)cccc1[N+](=O)[O-]	4%	i	0.2	1.1%	-1%	4%	-4%	-6.8%	4%	-19%
CCOc1cccc(/C=N/NC(=S)NCCN2CCOCC2)c1O	0%	i	0.7	0.9%	3%	8%	-2%	-2.8%	16%	-11%
CCCC[C@H](CN(N=O)[C@@H](Cc1ccccc1)CN(C)N=O)N(CCc1ccccc1)N=O	-28%	i	1.5	0.4%	-4%	0%	10%	-0.4%	-1%	-29%
Cc1nc(C)c(C(=O)N(c2ccccc2F)C(C(=O)NCC2CCCO2)c2ccccc2)s1 (stereo not given)	-4%	i	2.3	-1.6%	4%	-7%	-6%	-0.2%	1%	-14%
CC1CC(=O)Nc2cc([N+](=O)[O-])ccc2N1 (stereo not given)	15%	i	0.5	-1.4%	-4%	0%	-7%	3.5%	3%	2%
NC(=S)N/N=C/c1c(O)c(Br)cc2oc3c(c12)CCCC3	-22%	i	0.0	4.0%	-2%	2%	-2%	-3.2%	-7%	5%
CCN(CC)S(=O)(=O)c1ccc(N2CCCCC2)c(NC(=O)/C(C#N)=C/c2ccc(OC)cc2)c1	-9%	+	1.1*	4.2%	3%	-4%	-5%	0.9%	24%	11%
Cn1c(SCc2ccccn2)nc2c1c(=O)[nH]c(=O)n2C	14%	i	0.3	1.3%	2%	0%	-5%	1.4%	6%	-9%
Cc1cccc(OCC(=O)NCCNC(=O)c2ccccn2)c1	-18%	i	0.8	1.2%	3%	3%	-8%	-3.0%	-1%	1%
Cc1nn(Cc2ccc(Cl)c(Cl)c2)c(C)c1NC(=O)c1noc2c1CCCCC2	-7%	i	2.1	-1.3%	10%	-1%	5%	-0.1%	-13%	-5%
CC#CCN1c2ccccc2[C@]23C[C@@H](C(=O)OC)N=C2NC(C(=O)OC)=C(C(=O)OC)[C@H]13	nt	i	1.4	-1.9%	6%	-4%	-1%	3.6%	-38%	-7%
Cc1nnc(OC(C)C)c2nn(-c3ccccc3F)c(C)c12	11%	i	1.2	-0.6%	1%	0%	-6%	-2.9%	-186%	-11%
CCSc1nc(N2CCCCC2)c2c(c1C#N)CCCC2	-2%	i	0.6	-1.1%	2%	-2%	-4%	-8.4%	10%	6%

# (list continues)
structure	KOR beta-arrestin-1	Myeloid diff 2	Myeloid diff 2 GFP+ MAC1+ %	HIV peptide binding	Salmonella PhoP GFP	Siah-1 displacement	LYP phosphatase	KOR beta-arrestin-2	HEK293 NOD2/NF-kB	NOD1 inhibition
O=C(O)c1ccc(CSc2nnc(-c3ccc(Cl)cc3)o2)cc1	-87%[20 µM]	i	0.7	3.4%	-5%	6%	-10%	3.4%	8%	1%
Cc1ncc(CSc2nccc(=O)[nH]2)c(CO)c1O	-3%	i	0.3	2.3%	-7%	0%	-5%	-0.1%	1%	2%
COc1cccc(/C=C2/Sc3ccc(C(=O)NCCN4CCCCCC4)cc3NC2=O)c1	-82%	?	nt	-1.0%	-1%	4%	-13%	1.4%	-47%	7%
COCCCN1CCc2[nH]c(=S)[nH]c(=O)c2C1	16%	i	0.8	-0.8%	-4%	10%	-11%	-4.3%	19%	11%
CCCC(=O)Nc1ccc(Cl)c(NC(=O)c2cccnc2)c1	14%	i	2.2	-0.9%	10%	-1%	-10%	-0.6%	9%	-3%
Cc1ccc(S(=O)(=O)c2c(COC(=O)c3ccc(Cl)cc3)c(-c3ccccc3)nn2C)cc1	11%	i	1.7	0.6%	3%	0%	2%	-12%	-17%	13%
O=C(CSc1nc2ccccc2[nH]1)NCCc1ccc(Cl)cc1	8%	i	0.8	2.2%	8%	6%	-7%	6.2%	19%	-20%
O=S(=O)(c1ccc2nc(COc3ccc(Cl)cc3Cl)[nH]c2c1)N1CCOCC1	12%	?	nt	-0.5%	-2%	-3%	-3%	6.1%	-12%	-3%
CCOCCCNS(=O)(=O)Cc1ccccc1	28%	i	0.6	2.9%	2%	8%	0%	-2.9%	-2%	-24%
CCOC(=O)N1CCN(C(=O)CCNS(=O)(=O)c2ccc3c(c2)c(=O)n(C)c(=O)n3C)CC1	-33%	i	0.3	0.9%	0%	11%	-8%	-4.5%	6%	-16%
CC(=O)Nc1ccc(S(=O)(=O)Nc2nnc(C(C)(C)C)s2)cc1	-12%	i	1.1	1.1%	-6%	3%	-10%	2.0%	13%	14%
CC1CN(C(=O)c2cccc(S(=O)(=O)N3CCN(c4ccc(F)cc4)CC3)c2)CC(C)O1 (stereo not given)	-13%	i	3.4	0.8%	-1%	4%	-5%	-0.3%	16%	-1%
CCc1ccc(OCC(=O)N2CCN(c3ccccc3F)CC2)cc1	13%	i	0.7	-0.2%	-2%	3%	0%	-4.9%	1%	-12%
COc1ccc(NC(=O)CSc2n[nH]c(N)n2)cc1OC	-28%	i	0.3	-0.5%	0%	1%	0%	1.0%	-5%	-15%
COC(=O)c1sc2ncccc2c1OCc1ccc(Cl)cc1	-7%	i	1.3	1.0%	-5%	-2%	2%	1.2%	-4%	-24%

# Continued.
structure	KOR beta-arrestin-1	Myeloid diff 2	Myeloid diff 2 GFP+ MAC1+ %	HIV peptide binding	Salmonella PhoP GFP	Siah-1 displacement	LYP phosphatase	KOR beta-arrestin-2	HEK293 NOD2/NF-kB	NOD1 inhibition
CC12CCC(c3c(C(=O)O)nn(-c4ccc(F)cc4)c31)C2(C)C (stereo not given)	-8%	i	0.5	-2.0%	-2%	2%	-4%	-2.7%	8%	-34%
CCOC(=O)C(C)Sc1nc2c(cnn2-c2ccc(F)cc2)c(=O)[nH]1 (stereo not given)	-20%	i	0.6	1.3%	-7%	6%	-1%	-5.4%	1%	-5%
Cc1cccc(N2C(=O)N3[C@@H]4c5ccccc5OC[C@@H]4[C@@H](c4ccccc4)[C@@]3(C)C2=O)c1	-32%[20 µM]	i	2.8	0.4%	16%	2%	-4%	nt	-10%	3%
COC(=O)C(Cc1ccc(O)cc1)NC(=O)CCC(=O)Nc1ccc(S(N)(=O)=O)cc1 (stereo not given)	2%	i	0.2	-1.9%	1%	-1%	-6%	-1.2%	-13%	-15%
COc1cccc(CN2CC(C(=O)NCCN3CCOCC3)CCC2=O)c1 (stereo not given)	6%	i	0.5	1.0%	-2%	10%	-8%	-0.1%	6%	-15%
N#C/C(=C\c1cc(Cl)ccc1O)C(=O)NC1CCCCC1	5%	i	2.5	0.7%	5%	-4%	-6%	-1.5%	14%	6%
CCC(C)NCC(O)(c1ccc(Cl)cc1)c1ccc(Cl)cc1 (stereo not given)	25%	i	0.2	-0.6%	6%	-3%	-4%	-1.6%	14%	6%
O=C(CSc1ccccn1)N1CCOCC1	-14%	i	1.0	0.8%	-12%	5%	-4%	3.7%	4%	-22%
CCCC(=O)Nc1cc(=O)n(C)c(=O)n1C	-32%	i	1.2	-0.7%	-2%	3%	-10%	-1.5%	25%	7%
CCN(CC)CCN(C(=O)c1ccc(S(=O)(=O)N(C)C2CCCCC2)cc1)c1nc2c(C)cccc2s1	3%	i	0.5	-2.3%	5%	2%	-2%	3.5%	-8%	-23%
CC(Cl)C(=O)NNc1cccc(Cl)n1 (stereo not given)	13%	i	0.5	-3.3%	42%	4%	-8%	1.9%	18%	11%
CCOc1ccc(-c2nc(N)nc(C)c2-c2ccc(Cl)cc2)c(O)c1	18%	i	0.9	0.9%	17%	-6%	-3%	-5.7%	-24%	-11%
O=C(O)c1cc(S(=O)(=O)O)ccc1O	4%	i	1.2	0.5%	4%	1%	-8%	4.5%	-7%	-11%
CCOC(=O)C1=C(C)N=C(/N=C/N(C)C)SC1c1ccccc1 (stereo not given)	-13%	i	1.2	0.4%	12%	1%	-5%	-1.3%	-2%	-12%
COc1ccccc1CNN	-17%	i	0.2	-0.8%	-5%	0%	-5%	5.9%	10%	-22%

# High-throughput results: PubChem BioAssay, several laboratories
